DAGLB inhibitor: DAGLB lipase inhibitors, primary screen, biochemical, fluorescence, HTS | hit rate 0.059% among 340,000 | Diacylglycerol lipase-beta (Homo sapiens), Q8NCG7 | inhibition, % at 5.17 µM | HEK293T DAGLB membrane lysate, EnzChek fluorogenic substrate; in the data active means inhibition above about 34%;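 further: 0% = enzyme with vehicle and 100% = wells lacking enzyme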
Target sequence (Q8NCG7 whole entry, looked up): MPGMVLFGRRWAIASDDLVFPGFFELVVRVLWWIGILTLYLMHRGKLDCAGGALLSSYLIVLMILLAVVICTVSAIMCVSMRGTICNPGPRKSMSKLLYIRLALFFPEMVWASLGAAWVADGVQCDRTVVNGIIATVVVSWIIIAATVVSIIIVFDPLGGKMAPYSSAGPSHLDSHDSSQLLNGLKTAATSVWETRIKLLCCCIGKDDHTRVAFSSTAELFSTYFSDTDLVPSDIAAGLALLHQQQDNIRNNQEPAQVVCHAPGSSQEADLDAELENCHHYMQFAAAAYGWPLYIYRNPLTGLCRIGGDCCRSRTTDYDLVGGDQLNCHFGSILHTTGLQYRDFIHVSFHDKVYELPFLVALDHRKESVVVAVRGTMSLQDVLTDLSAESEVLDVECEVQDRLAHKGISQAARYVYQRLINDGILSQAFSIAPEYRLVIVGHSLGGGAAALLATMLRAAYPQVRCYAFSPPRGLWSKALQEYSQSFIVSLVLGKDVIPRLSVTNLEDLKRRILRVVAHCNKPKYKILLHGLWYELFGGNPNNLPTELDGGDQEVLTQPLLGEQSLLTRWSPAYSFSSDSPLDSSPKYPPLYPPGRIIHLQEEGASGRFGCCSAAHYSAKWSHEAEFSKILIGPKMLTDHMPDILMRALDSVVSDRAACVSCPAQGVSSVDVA
MOR-DOR ag: agonists of OPRM1-OPRD1 heterodimerization, primary screen, cell-based, luminescence; cells; activation, % at 9.3 µM; hit rate 0.3% among 340,000; AID 504326, 2011; in the data active means activation above about 18%;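 further: 0% = vehicle-treated cells and 100% = reference agonist; values of inactives mirror those of a sister screen read the other way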
Arrestin-AP2 inh: inhibitors of beta-arrestin/AP2 binding, primary screen, biochemical, GPCR trafficking, flow cytometry | FITC-arrestin peptide / GST-AP2 beads; AP2 beta2 appendage carries R879A mutation | hit rate 0.31% among 340,000 | AID 504490, 2011 | beta-arrestin 1 C-terminal peptide binding to AP2 beta2-adaptin appendage (human) | inhibition, % at 10 µM;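 active means inhibition above a set limit, near 3 SD of compounds lacking own fluorescence, cut at about 54% in these data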;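 further: plate controls were DMSO wells for no effect and 5 µM unlabelled arrestin peptide for full effect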
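system = GST-tagged AP2 beta2-adaptin appendage (R879A) on 4 µm glutathione beads | reagent = FITC-labelled arrestin peptide probe, 50 nM final | schedule = compound with beads 12 min RT, then probe 1 h RT | signal = HyperCyt-sampled flow cytometry, FL1 channel, ex 488/em 535 nm | read-out = percent response from loss of bead-bound FITC fluorescence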
PKA-R2B act: activators of PKA-R2B holoenzyme, primary screen, biochemical, fluorescence polarization, Cy5-IP20, human; PKA-R2B holoenzyme dissociation; R2B truncated from residue 108, S112A mutant; 0% DMSO only, 100% 113 µM cGMP; activation, % at 11.4 µM; cAMP-dependent protein kinase catalytic subunit beta (Homo sapiens) + cAMP-dependent …; hit rate 0.079% among 340,000;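 active means activation above a cutoff set at the mean over all compounds plus 3 SD, cut at about 18% in these data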;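 further: higher means more holoenzyme dissociation and a rise in polarization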
MOR-DOR inv ag: inverse agonists of MOR-DOR heterodimerization, primary screen, cell-based, luminescence; Mu-type opioid receptor (Homo sapiens) + Delta-type opioid receptor (Homo sapiens), …; cell-based MOR-DOR heterodimer luminescence, inverse agonism; inhibition, % at 9.3 µM; hit rate 0.21% among 340,000; AID 504357, 2011; in the data active means inhibition above about 22%, passing the limit was not always enough;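 further: 0% = cells with DMSO and 100% = wells without cells with DMSO; values of inactives mirror those of a sister screen read the other way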
Pemphigus Ab inh: inhibitors of pemphigus antibody binding to DSG3, primary screen, biochemical, bead-based, flow cytometry, scFv-GFP; Desmoglein-3 (Homo sapiens), P32926; DSG3-coupled beads, scFv-anti-DSG3-GFP binding; active compounds read low; binding (percent of control), % at 10 µM; hit rate 0.48% among 310,000;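 active means binding more than 3 SD below its plate's average and above zero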;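 further: hits lower antibody fragment binding to DSG3; some compounds called inactive have numbers as strong as hits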
HTR5A ag: HTR5A agonists in luminescence cell assay, primary screen, counter-screen for OPRM1-OPRD1 heterodimer agonist project, full-deck HTS | activation, % at 9.3 µM | cell-based | 5-hydroxytryptamine receptor 5A (Homo sapiens), P47898 | hit rate 0.61% among 340,000; in the data active means activation mostly above about 9.5%, no sharp cut-off; inactive means mostly below about 7.6%;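 further: 0% = cells with vehicle only and 100% = reference agonist; strong numbers were not always called active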
Target sequence (P47898 whole entry, looked up): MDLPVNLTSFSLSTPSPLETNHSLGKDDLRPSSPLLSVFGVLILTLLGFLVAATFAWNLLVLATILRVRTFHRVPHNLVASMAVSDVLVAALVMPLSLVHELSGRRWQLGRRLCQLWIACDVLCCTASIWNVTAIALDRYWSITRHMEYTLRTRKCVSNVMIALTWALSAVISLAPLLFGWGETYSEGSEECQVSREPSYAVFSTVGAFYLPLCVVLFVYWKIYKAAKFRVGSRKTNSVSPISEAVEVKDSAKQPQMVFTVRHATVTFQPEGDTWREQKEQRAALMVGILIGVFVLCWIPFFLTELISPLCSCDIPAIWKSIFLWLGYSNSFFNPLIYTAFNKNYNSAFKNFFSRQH
PKA-R1A activ: activators of PKA-R1A holoenzyme, primary screen, biochemical, fluorescence polarization, Cy5-IP20, bovine R1A, mouse PKAc | activation, % at 11.4 µM | PKA-R1A dissociation; scaled: DMSO 0%, 113 µM cGMP 100% | hit rate 0.083% among 340,000 | AID 504707, 2011;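 active means percent activation above the mean of all tested compounds plus 3 SD, cut at about 19% in these data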;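 further: higher means more PKAc released from R1A so a rise in polarization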
HTR5A inv ctr: HTR5A inverse agonists in luminescence cell assay, primary screen, counter-screen for OPRM1-OPRD1 heterodimer inverse agonist project, full-deck HTS | 5-hydroxytryptamine receptor 5A (Homo sapiens), P47898 | HTR5A cell line, inverse agonism | inhibition, % at 9.3 µM | hit rate 0.083% among 340,000; in the data active means inhibition mostly above about 23%, no sharp cut-off; inactive means mostly below about 18%;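 further: 0% = cells with DMSO and 100% = no-cell wells with DMSO; some compounds called inactive have numbers as strong as hits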
V-ATPase pH: regulators of yeast V-ATPase proton pumping, primary screen, pHLuorin cytosolic pH fluorescence; S. cerevisiae; hit rate 0.37% among 350,000; response, % at 10 µM; AID 504577, 2011; in the data active means response mostly above about 7.3%, no sharp cut-off; inactive means mostly below about 5.4%; further: actives read high; inactives centre near 0; some compounds called inactive have numbers as strong as hits; reference of the scale not given here
* hit, by the source's call; nt = no result given.

SMILES	DAGLB inhibitor	MOR-DOR ag	Arrestin-AP2 inh	PKA-R2B act	MOR-DOR inv ag	Pemphigus Ab inh	HTR5A ag	PKA-R1A activ	HTR5A inv ctr	V-ATPase pH
O=C(NCc1ccccc1)C12CN(Cc3ccccc3)CC1C(c1cccc([N+](=O)[O-])c1)=NO2 (configuration not stated)	-4	1.2	-2	6	-7	107	-1	-12	-13	7
CCc1ccc(NC(=O)N(C2CCC(C)CC2)C2CCN(C(C)=O)CC2)cc1 (configuration not stated)	0	0.8	5	6	-5	102	-9	0	21	0
CN(C(=O)c1ccc(NC(=O)Cc2cccc(NC(=O)C3CCN(C(=O)C4CCC4)CC3)c2)cc1)C1CC1	1	-2.2	-8	-5	10	97	-3	-11	10	0
Cc1c(NC(=O)OCCNC(=O)COc2ccc(Cl)cc2Cl)sc(=S)n1C	0	2.1	13	-12	-14	88	3	-5	-18	-1
CCOc1cc(N2CCOCC2)c(OCC)cc1NC(=O)c1ccc(S(C)(=O)=O)cc1	3	0.1	-19	2	0	99	-2	-4	5	2
CC(C)N1C(=O)CCC1C(=O)NCc1ccc(F)cc1Cl (configuration not stated)	-4	-3.0	33	9	13	94	-2	-5	7	-1
COc1ccc(C(=O)c2oc3ccccc3c2NC(C)=O)cc1	-5	-1.7	24	-5	9	94	-1	-5	13	-1
Cc1ccc(S(=O)c2ccc(C)cc2)cc1	-3	-2.2	-10	15	11	90	-1	-3	2	-1
CC1(C)Cc2c(sc3nc(SCC(=O)O)nc(N)c23)CO1	1	-2.2	2	-1	11	116	5	-6	-15	-6
O=C(Nc1nc2ccccc2s1)c1ccc(N2CCCCC2)c([N+](=O)[O-])c1	7	-0.1	-5	-2	1	126	3	-6	2	2
Cc1ccc(CNC(=O)C2CCN(c3nc(C)cc(C)n3)CC2)cc1	1	-0.6	3	0	3	100	1	1	-4	2
N#Cc1ccc(C(=O)N2CCC3CC2c2cc(-c4ccc(F)cc4)ccc23)cc1 (configuration not stated)	-1	-1.3	13	2	6	95	4	4	-14	0
CN(C=O)c1cc([N+](=O)[O-])ccc1OCc1ccccc1	-2	0.0	2	-10	0	94	-1	12	2	1
CC(=O)N1CCN(c2ccc([N+](=O)[O-])c(NCc3cccnc3)c2)CC1	-2	-3.5	-5	-9	17	115	-2	-8	5	-1
Cc1onc(-c2ccccc2Cl)c1C(=O)NC(=S)NCCc1ccccc1	-11	2.9	19	10	-18	99	0	-8	-1	-2
O=C1c2ccccc2C(O)(Cc2ccccc2)N1CCCN1CCOCC1 (configuration not stated)	2	-3.0	6	-13	17	96	-3	6	8	6
CCOc1ccc(CCNC(=O)c2ccc3c(=O)n4c(nc3c2)CCCCC4)cc1	0	-1.6	-3	0	8	103	1	-8	16	1
C=CCCC(=O)N1C[C@H]2CON(C)[C@H]2C[C@H]1c1cccc(Br)c1	0	-1.9	4	-10	9	100	-4	-14	14	-3
O=C(CSc1nc2ccc([N+](=O)[O-])cc2[nH]1)NCCc1ccccc1	1	-2.7	-5	5	15	95	1	-1	-24	0
Cc1cc2c(nn1)CCC/C2=N\O	0	-2.3	4	-3	11	98	3	2	-8	4
O=C(NCc1cccs1)c1ccccc1	1	-3.0	3	-13	13	99	-1	-4	3	1
CCC(=O)OC1(C)C(=O)C=C2C=C(CCCC(=O)OC)OC=C2C1=O (configuration not stated)	-4	0.5	1	8	-3	98	4	-3	4	2
CC(C)n1ncc2c(C(=O)N3CCN(Cc4ccc(Cl)s4)CC3)cc(C3CC3)nc21	-5	1.9	-8	-14	-8	109	6	-11	-2	2
Cc1nn(-c2ccccc2)c(=O)c2ccccc12	2	-0.7	15	5	3	106	-4	-7	2	1
Nc1ncnc(N2CCOCC2)c1N	2	0.3	9	-9	-2	102	0	-3	-1	2
O=C(CCN1C(=O)c2ccccc2C1=O)NNC(=O)c1ccc(Cl)cc1Cl	1	-0.5	21	-1	2	nt	4	-6	9	3
COc1cccc(N2CCN(C(=O)C3CCN(S(=O)(=O)c4ccc5c(c4)CC(C)N5C(C)=O)CC3)CC2)c1 (configuration not stated)	0	-0.1	3	-1	1	106	2	-4	-10	-1
COc1ccc(NC(=O)CSc2n[nH]c(N)n2)c([N+](=O)[O-])c1	0	1.7	16	3	-9	95	0	-2	-15	-1
COc1ccc(C(=O)O)cc1S(=O)(=O)Nc1ccc(Oc2ccccc2)cc1	3	-1.4	2	-2	5	104	-4	7	10	0
O=C1CCCN1CCC1CCCCN1Cc1nc(COc2ccccc2)no1 (configuration not stated)	1	-4.1	-5	1	21	99	-3	-1	-7	-1
O=C1CC(c2ccccc2)n2nc(N3C(=O)CCC3=O)nc2N1 (configuration not stated)	0	-2.8	18	-3	16	101	-1	-2	11	2
O=C(COC(=O)c1ccc(O)cc1)NCC1COc2ccccc2O1 (configuration not stated)	-3	-0.3	0	-10	1	98	1	-3	-3	-1
COc1ccc(-c2nc3n(c(=O)c2C#N)CCS3)cc1OC	-2	-1.9	-1	-15	10	91	-2	-10	15	1
Cc1c(CC(=O)N2CCN(C(=O)C3COc4ccccc4O3)CC2)c(=O)oc2cc(O)c(Cl)cc12 (configuration not stated)	-2	-1.9	-20	-6	10	108	5	-2	-17	0
O=C(c1cc(S(=O)(=O)N2CCOCC2)c(Cl)cc1Cl)N1CCCCC1	-1	-1.8	33	-4	10	105	1	0	7	-5
N#CC1=C2SCCN2C(=O)C(C#N)C12CCCCC2 (configuration not stated)	-1	-2.2	30	-2	11	96	0	8	0	1
COc1cccc(C2c3[nH]c4ccccc4c3C[C@H]3C(=O)N(C)CC(=O)N23)c1 (some centres not stated)	-4	-1.1	16	-3	5	108	0	6	1	0
CC(C)CCN1CCC(n2nccc2NC(=O)C2CCOC2)CC1 (configuration not stated)	2	-2.0	-7	-4	10	nt	-2	-6	4	3
c1ccc(Cn2c(Sc3nnnn3-c3ccccc3)nnc2-c2ccccc2)cc1	0	-3.1	8	5	18	57	0	-3	12	-5
COc1cc(/C=N/NC(=O)c2ccc(COc3cc(C)ccc3C(C)C)cc2)cc(OC)c1O	-5	4.6	-4	-9	-24	92	0	3	6	-3
CN(O)/C=N/C(=S)Nc1ccc(Cl)cc1Cl	1	-2.5	-14	1	13	102	-3	-5	13	0
O=C(Nc1c2c(nn1-c1ccccc1)CS(=O)C2)c1ccc(S(=O)(=O)N2CCOCC2)cc1 (configuration not stated)	2	-1.8	2	-7	9	88	5	-11	-9	14
CC(=O)Nc1ccc(C(=O)OCC(=O)Nc2ccc(S(=O)(=O)N3CCOCC3)cc2)cc1	-1	-2.0	8	-6	10	108	-2	8	8	2
CCCNC(=O)c1cccc(C(F)(F)F)c1	-4	-1.7	-5	6	9	97	2	5	4	1
CC(=O)N1CCN(C(=O)CCc2nnc(CCCCc3ccccc3)o2)CC1	-1	-2.5	4	-8	13	99	3	-4	-42	4
CC(C)[C@H]1COCCS(=O)(=O)N1Cc1ccccc1-c1ccccc1	-4	0.4	-7	0	-2	97	-2	-3	7	1
CC(NS(=O)(=O)c1ccccc1)c1n[nH]c(=S)n1-c1ccccc1 (configuration not stated)	0	-1.4	8	-8	8	96	1	6	-3	0
O=C1/C(=C/c2ccco2)SC(=S)N1C1CCS(=O)(=O)C1 (configuration not stated)	2	-1.0	6	-1	6	99	-1	-6	2	-2
COc1cccc(NC(=O)CN(C)CC(=O)NCC(=O)Nc2ccc(F)cc2)c1	0	-4.1	-10	7	16	nt	-2	2	-8	1
Cc1cc(/C=N/n2cnnc2)c(C)n1-c1cc(Cl)ccc1Cl	1	-1.9	0	-17	11	103	2	9	17	2

Individual results from the entries so far:
In Pemphigus Ab inh, Cc1cc(/C=N/n2cnnc2)c(C)n1-c1cc(Cl)ccc1Cl has 103
In V-ATPase pH, CC(=O)Nc1ccc(C(=O)OCC(=O)Nc2ccc(S(=O)(=O)N3CCOCC3)cc2)cc1 has 2

Additional structures follow.
SMILES	DAGLB inhibitor	MOR-DOR ag	Arrestin-AP2 inh	PKA-R2B act	MOR-DOR inv ag	Pemphigus Ab inh	HTR5A ag	PKA-R1A activ	HTR5A inv ctr	V-ATPase pH
Cc1cccc(NC(=O)c2cc([N+](=O)[O-])ccc2NC2CCCCC2)c1	-12	4.4	16	-4	-30	102	2	-8	6	-3
Cc1noc(C)c1CSc1nc2cc(S(=O)(=O)N3CCOCC3)ccc2o1	-1	-2.5	2	-4	12	96	-6	-1	-2	-1
NCCCCCc1nnc(SCc2cccc(Cl)c2)o1	2	-1.2	1	-6	6	99	-1	-2	-4	-2
CCN1C(=O)/C(=C2/C=Cc3ccccc3N2C)OC1=S	-3	-2.6	3	-4	14	100	-6	2	-14	-1
CCc1ccc(NC(=O)c2ccccc2NC(=O)C2CCCO2)cc1 (configuration not stated)	-2	-2.1	17	4	11	97	4	-13	-5	-4
N#CC(c1nc2ccccc2nc1OCCO)S(=O)(=O)c1ccccc1 (configuration not stated)	4	-0.1	-2	-2	0	96	1	-17	0	2
CCN(C(=O)CCS(=O)(=O)c1cc2c(cc1Cl)NC(=O)CO2)c1ccccc1	19	-1.9	3	-2	10	107	-2	-8	6	-1
COc1ccccc1NCCC(=O)OCC(=O)NC1CCCC(C)C1C (configuration not stated)	1	0.7	-2	-5	-5	105	-1	0	3	-4
COc1ccc(-c2nc(C#N)c(NCc3ccco3)o2)cc1	-2	-2.2	12	1	11	100	-2	4	6	-2
O=C(OCC(=O)N1CCc2ccccc21)C1=COCCO1	0	-1.2	-15	2	6	104	-1	3	2	-7
Cc1ccc(-n2c(-c3ccco3)n[nH]c2=S)cc1	-1	-2.5	-23	4	13	98	-5	11	14	-1
CCCCNc1c(-c2cccc(SC(C)CC)c2)nc2ccc(Cl)cn12 (configuration not stated)	-10	2.2	1	-5	-13	109	8	-13	-5	-3
CC(=O)N1CCN(Cc2nc3cc(NC(=O)C4CCCCC4)ccc3n2C)CC1	0	-3.5	3	9	17	89	-2	2	4	2
CCc1nnc(NC(=O)CCC(=O)Nc2ccccc2)s1	0	-2.1	17	6	13	92	-3	-1	13	3

High-throughput results: PubChem BioAssay, several laboratories

This is a random part of the collection, and some 2.4% of all compounds hit somewhere here.
